uPA surface inh: qHTS for Inhibitors of Cell Surface uPA Generation; AID 540303, 2011; cell surface uPA generation assay, qHTS; Potency, µM (doses to about 38.3 µM), without a hit: at the top dose activity change, negative = inhibition, most hits filed as inhibitors; 330,000 tested, 0.31% active; active means well fitted inhibition curve with a large enough effect; inconclusive means small, poorly fitted or top-dose-only effect; inactive means no such curve, though single readings can be large or run the other way; tested in mouse RAW 264.7 cells; further: potency means the concentration at half of the fitted maximal effect; on the % scale 0 is the no-effect control and ±100 the full control effect; nearly all actives have a fitted effect of over 55% in size
USP2a inh: qHTS Assay for Inhibitors of Ubiquitin-specific Protease USP2a Using CHOP2 as the Reporter; Ubiquitin carboxyl-terminal hydrolase 2 (Homo sapiens), O75604; USP2 core, Ub-CHOP2 coupled fluorogenic reporter, 485/531; Potency, µM (doses to about 38.3 µM), without a hit: at the top dose activity change, negative = inhibition, hits mostly inhibitors; 330,000 tested, 0.01% active; AID 463254, 2010;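 further: potency means the concentration at half of the fitted maximal effect; plate controls were DMSO wells for no effect and full inhibition by NEM control for full effect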
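Cell-free coupled assay: 10nM USP2 core preincubated 30min RT with compound in Tris-HCl pH 8.0/CaCl2/CHAPS buffer, then 25nM Ub-CHOP2 and 25nM reporter substrate; fluorescence (Ex 485/Em 531) read after 60min RT, normalized to NEM inhibition, concentration-response curves fitted.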
a7 integrin act: qHTS for Activators of Integrin-Mediated Alleviation for Muscular Dystrophy. alpha7betagal myoblasts, beta-gal FDG fluorescence, 48 h. 350,000 tested, 0.064% active. AID 624291, 2012. Potency, µM (highest dose often 38.3 µM), inactives show top-dose activation, hits mostly activators;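 further: potency means the concentration at half of the fitted maximal effect; 100% = response of the positive control SU9516; nearly all actives have a fitted effect of over 60% in size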
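alpha7betagal+/- myoblasts (passage 13, 250/well) treated 48 h at 37C with compounds at 1:260 dilution of DMSO stock. Lysed, then beta-galactosidase activity read as FDG fluorescence (ex 480/em 540) after 30 min, with pre-read for autofluorescence.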
TSG101-PTAP inh: qHTS Assay for Iinhibitors of HIV-1 Budding by Blocking the Interaction of PTAP/TSG101 | 340,000 tested, under 10 active | Potency, µM (top dose mostly 115 µM), inactives show at the highest dose activity change, negative = inhibition, most hits filed as inhibitors | Fluorescence polarization, FITC-PTAP peptide / Tsg101 binding; active means well fitted inhibition curve with a large enough effect in the main read-out, with a control signal flat, not every such curve was filed as active; inconclusive means small, poorly fitted or top-dose-only effect, or effect the other way, or a change in a side signal; inactive means no such curve, though single readings can be large or run the other way; further: potency means the concentration at half of the fitted maximal effect; % of control where 0% means no effect
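Fluorescence anisotropy tracks displacement of a FITC-tagged PTAP peptide (50 nM) from the Tsg101 binding domain (10 uM), following a 20 min room-temperature incubation at pH 7.5.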
TRPV1 agonist: HTS Assay for Compounds that Act as Agonists of the Vanilloid Receptor 1; activation, % at 8.33 µM; TRPV1-expressing cells, Fluo-8 calcium influx, agonist mode; 320,000 tested, 0.19% active; AID 540275, 2011; in the data active means activation above about 80%; inconclusive means between about 30% and that limit; further: 0% is about no effect
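Cells expressing TRPV1 were dye-loaded with Fluo-8 and read kinetically: 10 s baseline, 3 min after compound (agonist portion), then 2 min after EC20 capsaicin (allosteric enhancer portion). Calcium-bound dye fluorescence at 480/520 nm.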
p53 reactivator: qHTS assay for re-activators of p53 using a Luc reporter. H1299 p53-A138V BP100-luciferase reporter, luminescence, 24 h. Potency, µM (titrated, usually from 92.2 µM), for inactives: top-dose activity change, positive = activation, actives largely listed as activators. 320,000 tested, 0.063% active; further: potency means the concentration at half of the fitted maximal effect; % of control where 0% means no effect; nearly all actives have a fitted effect of over 45% in size
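p53-null H1299 cells stably carrying temperature-sensitive p53-A138V and a BP100-luciferase reporter were pinned with compounds (4-point, 1:5 series) and held 24 hrs at 37 deg C. Luminescence was read 10 min after detection reagent.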
BRCA1 expr up: qHTS Assay to Identify Small Molecule Activators of BRCA1 Expression; Potency, µM (titrated, usually from 46.1 µM), without a hit: at the highest dose activation, usual class: activators; 380,000 tested, 1.1% active; AID 624202, 2012; MCF7-BRCA1-FFLuc reporter, luminescence, 48 h; response scale: scaled: vehicle 0%, 10 µM genistein 100%; further: potency means the concentration at half of the fitted maximal effect; nearly all actives have a fitted effect of over 80% in size; some results filed as inactive show a strong effect at the top dose
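Luminescence from a BRCA1-driven firefly luciferase in MCF7 cells was the read-out, taken 15 min after substrate addition following 48 h compound exposure at 37 °C. Data were normalized to a 10 microM genistein control and DMSO vehicle.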
Eya2 phos inh: qHTS Assay for Inhibitors of the Phosphatase Activity of Eya2. Potency, µM (highest dose often 76.9 µM), without a hit: at the top dose activity, negative = inhibition, most hits filed as inhibitors. 330,000 tested, 0.006% active. recombinant Eya2, OMFP fluorescence dephosphorylation (OMFP is methylfluorescein phosphate). Protein phosphatase EYA2 (Homo sapiens), O00167; further: potency means the concentration at half of the fitted maximal effect; on the % scale 0 is the no-effect control and ±100 the full control effect
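Eya2 (0.2 uM) preincubated 10 min at ambient with compound, then OMFP substrate added at 50 uM; 10 min reaction in 50 mM HEPES pH 7.5, 50 mM NaCl, 5 uM MgCl2, 0.05% BSA, 1 mM DTT. Fluorescence read at Ex 485/Em 525 nm.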
B2AR arrestin: qHTS assay of beta-arrestin-biased ligands of beta2-adrenergic receptor. beta-arrestin recruitment to beta2AR, cell-based reporter. Potency, µM (series often up to 46.1 µM), for the others: at the highest dose activation, hits mostly activators. 330,000 tested, 0.02% active. AID 492947, 2010;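 further: potency means the concentration at half of the fitted maximal effect; 0% = DMSO controls and full agonism = EC100 isoproterenol or metaproterenol; nearly all actives have a fitted effect of over 65% in size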
Target sequence (P07550 whole entry, looked up): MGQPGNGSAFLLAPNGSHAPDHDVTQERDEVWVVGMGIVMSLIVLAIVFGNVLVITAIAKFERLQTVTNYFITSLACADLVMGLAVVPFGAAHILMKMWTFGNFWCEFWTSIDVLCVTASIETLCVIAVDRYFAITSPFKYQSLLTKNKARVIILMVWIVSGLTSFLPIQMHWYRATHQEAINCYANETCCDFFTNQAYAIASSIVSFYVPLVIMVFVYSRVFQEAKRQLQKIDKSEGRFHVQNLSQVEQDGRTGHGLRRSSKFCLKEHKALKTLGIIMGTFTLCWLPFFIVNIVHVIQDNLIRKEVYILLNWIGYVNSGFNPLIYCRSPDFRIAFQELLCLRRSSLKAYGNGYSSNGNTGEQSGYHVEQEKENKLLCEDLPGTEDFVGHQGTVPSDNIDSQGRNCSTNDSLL
ELG1 genotox: qHTS screen for small molecules that induce genotoxicity in human embryonic kidney (HEK293T) cells expressing luciferase-tagged ELG1. HEK293T ELG1-luciferase reporter, luminescence, 16 h. Potency, µM (titrated, usually from 46 µM), for inactives: at the top dose activity change, positive = activation, actives largely listed as activators. 330,000 tested, 1.3% active. AID 504466, 2011; further: potency means the concentration at half of the fitted maximal effect; % of control where 0% means no effect; nearly all actives have a fitted effect of over 60% in size
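Quantitative HTS format in 1536-well plates. HEK293T ELG1-luciferase reporter cells receive test compound and are incubated 16 hr at 37 °C, 5% CO2; ONE-Glo added, 30 min room temperature, then luminescence read.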
S-ASM inh: Inhibitors of Secretory Acid Sphingomyelinase (S-ASM): qHTS | 340,000 tested, 0.006% active | Potency, µM (top dose mostly 57.5 µM), inactives show at the highest dose activity change, negative = inhibition, actives largely listed as inhibitors | placental ASM, HMU-PC fluorogenic substrate, 60 min; further: potency means the concentration at half of the fitted maximal effect
Target sequence (P17405 47-631 limits assumed): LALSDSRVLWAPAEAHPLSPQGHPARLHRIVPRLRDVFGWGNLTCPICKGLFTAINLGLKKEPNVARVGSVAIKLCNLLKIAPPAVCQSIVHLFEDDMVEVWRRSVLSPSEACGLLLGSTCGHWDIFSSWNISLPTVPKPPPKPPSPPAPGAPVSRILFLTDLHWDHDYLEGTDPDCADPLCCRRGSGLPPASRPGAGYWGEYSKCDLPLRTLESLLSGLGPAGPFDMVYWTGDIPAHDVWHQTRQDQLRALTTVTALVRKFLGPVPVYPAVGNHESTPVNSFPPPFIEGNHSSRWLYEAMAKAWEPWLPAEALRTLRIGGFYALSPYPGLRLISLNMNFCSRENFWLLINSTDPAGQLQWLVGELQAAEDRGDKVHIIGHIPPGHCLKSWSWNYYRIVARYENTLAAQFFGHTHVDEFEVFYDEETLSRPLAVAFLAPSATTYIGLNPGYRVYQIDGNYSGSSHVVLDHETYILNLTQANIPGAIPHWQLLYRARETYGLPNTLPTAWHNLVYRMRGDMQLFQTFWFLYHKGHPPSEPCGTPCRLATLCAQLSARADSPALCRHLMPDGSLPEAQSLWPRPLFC
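Fluorogenic HMU-PC substrate (9 uM final) is turned over by placental ASM in 60 min at 37 C after a 10 min compound preincubation. Reaction ended by alkaline stop (pH 10), with fluorescence read at 386/447 nm.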
An asterisk follows results filed as active; u = inconclusive; x = no result given; [ ] = remark or other dose. Unless noted, the call rests on the fitted dose curve; in most records, active means well fitted curve in the direction sought with a large enough effect; inconclusive means small, poorly fitted or top-dose-only effect, or another doubt; inactive means no such curve, though single readings can be large; an effect the other way counts as inactive or inconclusive.

item	SMILES	uPA surface inh	USP2a inh	a7 integrin act	TSG101-PTAP inh	TRPV1 agonist	p53 reactivator
1	COc1ccc(CN2CCC(Oc3ccc(C(=O)N4CCCC4)cc3)CC2)c(F)c1	-10%	2%	-15%	0%	1	0%
2	CCOc1cc(/C=C/c2cc(C(=O)O)c3ccccc3n2)ccc1O	-10%	1%	13%	-4%	0	5%
3	COc1cc(CCC(=O)Nc2ccc(S(=O)(=O)NC3=NCCCCC3)cc2)cc(OC)c1OC	-12%	2%	-13%	0%	-2	-3%
4	N#CC(OC(=O)c1ccccc1)c1ccccc1 (configuration not stated)	3%	x	9%	-2%	x	x
5	Cc1cc2c(cc1S(=O)(=O)N1CCN(c3cccc(C)c3C)CC1)OCCN2C	-6%	1%	9%	-7%	12	x
6	COc1ccc2c(c1)nc(NCCCO)n2Cc1ccccc1	-1%	2%	13%	1%	0	-6%
7	Cc1cc(C(=O)CSc2ccc3c(c2)OCCO3)c(C)n1C1CC1	0%	2%	3%	-4%	u	u
8	CNc1c(NS(=O)(=O)c2ccc(F)cc2)c(=O)oc2ccccc12	2%	0%	-9%	-2%	1	-2%

item	BRCA1 expr up	Eya2 phos inh	B2AR arrestin	ELG1 genotox	S-ASM inh
1	-9%	-22%	-1.1%	-3%	1%
2	28%	8%	-1.7%	10%	-3%
3	-23%	-6%	-0.1%	0%	5%
4	9%	x	x	x	3%
5	10%	-9%	-0.7%	-3%	3%
6	-16%	-8%	0.5%	0%	-5%
7	11µM*	-1%	6.1%	u	-1%
8	-3%	4%	-0.1%	1%	4%

Quoted at random: four records from the list.
item	SMILES	uPA surface inh	USP2a inh	a7 integrin act	TSG101-PTAP inh	TRPV1 agonist	p53 reactivator
4	N#CC(OC(=O)c1ccccc1)c1ccccc1 (configuration not stated)	3%	x	9%	-2%	x	x
8	CNc1c(NS(=O)(=O)c2ccc(F)cc2)c(=O)oc2ccccc12	2%	0%	-9%	-2%	1	-2%
5	Cc1cc2c(cc1S(=O)(=O)N1CCN(c3cccc(C)c3C)CC1)OCCN2C	-6%	1%	9%	-7%	12	x
2	CCOc1cc(/C=C/c2cc(C(=O)O)c3ccccc3n2)ccc1O	-10%	1%	13%	-4%	0	5%

item	BRCA1 expr up	Eya2 phos inh	B2AR arrestin	ELG1 genotox	S-ASM inh
4	9%	x	x	x	3%
8	-3%	4%	-0.1%	1%	4%
5	10%	-9%	-0.7%	-3%	3%
2	28%	8%	-1.7%	10%	-3%

Later entries.
item	SMILES	uPA surface inh	USP2a inh	a7 integrin act	TSG101-PTAP inh	TRPV1 agonist	p53 reactivator
9	COc1ccc(OCC(=O)Nc2ccc3c(c2)nc(CCn2ccccc2=O)n3C)cc1	4%	0%	11%	-6%	-5	-4%
10	CC(C)C(NS(=O)(=O)c1cccs1)C(=O)N1CCC(C(N)=O)CC1 (configuration not stated)	11%	-1%	3%	2%	-1	-2%
11	CCC/C(=N\NC(=O)c1csc(C)c1C)c1cccs1	-7%	1%	9%	-14%	u	u
12	CN(C)CCNc1nc2c(c(=O)[nH]c(=O)n2C)n1CC(O)COc1ccc(Cl)cc1Cl (configuration not stated)	-3%	3%	-18%	0%	11	1%
13	O=C(Nc1ccc(N2CCCCC2)c(C(=O)O)c1)c1ccco1	-5%	5%	5%	-4%	-2	11%
14	Cc1sc(NC(=O)CN(Cc2ccc(F)cc2)C(=O)C(C)(C)C)c(C(N)=O)c1C	2%	5%	5%	-3%	7	11%
15	CCC(C)c1ccc(NC(=S)NC2CCN(Cc3ccccc3)CC2)cc1 (configuration not stated)	-9%	6%	-54%[inhibitor]	0%	-5	u
16	COC(c1ccc(Cl)cc1)(c1ccc(Cl)cc1)C(Oc1nc(C)cc(C)n1)C(=O)O (configuration not stated)	-13%	1%	9%	-11%	-1	x

item	BRCA1 expr up	Eya2 phos inh	B2AR arrestin	ELG1 genotox	S-ASM inh
9	-1%	4%	-0.1%	-9%	1%
10	5%	16%	-0.1%	0%	0%
11	u	16%	-1.0%	10µM*	1%
12	1%	7%	-0.6%	-8%	-1%
13	29%	-34%	0.2%	4%	2%
14	-22%	2%	-0.5%	-7%	-2%
15	-65%	7%	-0.6%	8%	2%
16	0%	4%	-0.6%	-13%	2%

Later entries:
item	SMILES	uPA surface inh	USP2a inh	a7 integrin act	TSG101-PTAP inh	TRPV1 agonist	p53 reactivator
17	COc1ccc(/C=N/NC(=O)c2ccc(-c3ccccc3)cc2)cc1O	-5%	-1%	7%	0%	u	-1%
18	CCOc1ccc(-n2cc(-c3ccccc3)c3c(N4CCOCC4)ncnc32)cc1	3%	-1%	-13%	3%	1	-4%
19	Cc1ccc(S(=O)(=O)N2CCN(C(=O)CN3C(=O)NC(C)(CCC(C)C)C3=O)CC2)c(C)c1 (configuration not stated)	-13%	x	-6%	-3%	x	x
20	Cc1cccc(C)c1NC(=O)C1CCCN1S(=O)(=O)c1ccc(-c2ccc(=O)[nH]n2)s1 (configuration not stated)	-4%	2%	0%	-3%	1	0%
21	O=C1c2ccccc2C(Nc2ccc(-c3nc4ccccc4[nH]3)cc2)N1Cc1ccco1 (configuration not stated)	-1%	-1%	12%	0%	1	-3%
22	O=C(COC(=O)CCC(=O)c1ccc(F)cc1)NCCc1ccccc1	0%	-1%	-7%	-11%	x	27%
23	CC(C)[C@H](NC(=O)[C@@H]1Cc2ccccc2CN1)C(=O)Nc1ccc2c(c1)OCCO2	-9%	2%	21%	-8%	0	3%
24	Cc1ccc2nc3nc(NCC4CCCO4)c(C(=O)NC4CCCC4)cc3c(=O)n2c1 (configuration not stated)	-4%	-3%	-2%	0%	0	-8%

item	BRCA1 expr up	Eya2 phos inh	B2AR arrestin	ELG1 genotox	S-ASM inh
17	-31%	0%	-0.3%	-3%	-17%
18	-95%	3%	-0.3%	-21%	-8%
19	-13%	x	x	x	0%
20	-4%	1%	-0.2%	0%	-2%
21	-33%	7%	-0.1%	-26%	-5%
22	-11%	4%	-0.1%	2%	2%
23	3%	0%	0.1%	6%	7%
24	0%	-19%	0.4%	1%	x

The list goes on:
item	SMILES	uPA surface inh	USP2a inh	a7 integrin act	TSG101-PTAP inh	TRPV1 agonist	p53 reactivator
25	Cc1occc1C(=O)N/N=C/c1ccc[nH]1	-8%	x	-16%	0%	x	x
26	COc1cc(-c2noc(CCC(N)=O)n2)cc(OC)c1OC	x	0%	x	x	-1	-12%
27	CCc1c(C)nc2ncnn2c1NCCc1ccc(Cl)cc1	-7%	0%	-51%[inhibitor]	0%	u	-5%
28	COc1ccc(-c2nc(CS(=O)(=O)CC(=O)NC3CCCCC3C)c(C)o2)cc1 (configuration not stated)	3%	-2%	-21%	2%	6	-7%
29	O=C(c1ccco1)N1CCN(C(=O)c2ccc(CS(=O)c3ccc(F)cc3)o2)CC1 (configuration not stated)	4%	0%	11%	-12%	-1	-3%
30	Cc1[nH]n(-c2ccccc2)c(=O)c1N=Nc1ccc2c(c1)OCCO2	-10%	-1%	u	0%	-4	8%
31	c1ccc(-c2cc(-c3ccncc3)nc3ccc4ccccc4c23)cc1	5%	3%	-34%	0%	5	-12%
32	COc1cc2c(cc1OC)C(=S)NC1(CCCC1)C2	-9%	3%	20%	0%	3	21%
33	Cc1ccc2nc(SCC(=O)Nc3ccc(F)cc3F)nc(=O)n2c1	-5%	2%	-14%	-4%	-2	22%
34	CCCn1c(=O)c2ccccc2n2c(SCCOc3ccc(OC)cc3)nnc12	0%	8%	0%	-2%	1	1%

item	BRCA1 expr up	Eya2 phos inh	B2AR arrestin	ELG1 genotox	S-ASM inh
25	u	x	x	x	1%
26	x	13%	-0.8%	-1%	x
27	-41%	5%	-1.0%	-6%	-2%
28	-7%	6%	0.1%	0%	-6%
29	2%	4%	0.9%	2%	3%
30	u	-7%	0.1%	u	-10%
31	-92%	2%	-0.5%	1%	x
32	16%	-5%	0.5%	-1%	0%
33	54%	-14%	0.1%	11%	1%
34	-1%	19%	-0.2%	-1%	3%
